Source: PubChem BioAssay (several laboratories)
Wnt bcat act = Wnt/beta-catenin pathway activation. Wnt/beta-catenin reporter cell assay, activator, plate reader. activation, % at 9.35 µM. actives 1.2% (n = 300,000). AID 743398; in the data active = activation above about 30%, passing the limit was not always enough; inconclusive = no clear call, values can overlap the other calls;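 also: 0% = neutral control wells and 100% = positive control wells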
V-ATPase pH = yeast V-ATPase proton transport regulation by pHLuorin; S. cerevisiae, pHLuorin cytosolic pH fluorescence; response, % at 10 µM; actives 0.37% (n = 350,000); AID 504577; in the data active = response mostly above about 7.3%, no sharp cut-off; inactive = mostly below about 5.4%; also: actives read high; inactives centre near 0; some compounds called inactive have numbers as strong as hits; reference of the scale not given here
dFosB act = mouse delta FosB homodimer activation; P13346; purified delta FosB, TAMRA-CDK5 oligo fluorescence polarization; percent of positive-control signal above neutral wells; activation, % at 25 µM; actives 0.99% (n = 340,000); AID 493131;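 active = mean activation above about 17%, with every replicate also reaching it, limit read from the data, passing the limit was not always enough; inconclusive = only one of the two conditions met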;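 also: fluorescence polarization rise as delta FosB binds a TAMRA Cdk5 AP-1 oligo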
Target sequence (P13346 whole entry, looked up): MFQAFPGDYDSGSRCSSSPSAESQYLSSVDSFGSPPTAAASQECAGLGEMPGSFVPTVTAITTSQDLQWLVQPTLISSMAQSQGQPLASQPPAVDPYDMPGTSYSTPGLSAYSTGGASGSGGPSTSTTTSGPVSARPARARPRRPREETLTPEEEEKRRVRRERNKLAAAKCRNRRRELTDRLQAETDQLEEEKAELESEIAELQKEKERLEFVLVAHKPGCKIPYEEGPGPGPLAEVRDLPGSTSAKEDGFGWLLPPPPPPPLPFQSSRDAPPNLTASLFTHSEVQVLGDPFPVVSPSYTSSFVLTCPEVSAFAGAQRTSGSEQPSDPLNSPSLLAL
CDK5 p35 inh = inhibitors of human CDK5/p35 kinase; Recombinant CDK5/p35, ADP-Glo luminescence, 60 min; AID 488839; actives 0.01% (n = 330,000); inhibition, % at 10 µM;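 active = highest replicate inhibition of at least 50% and at least 75% of replicates reaching 50%; inconclusive = only one of the two criteria met; inactive = both criteria failed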;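 also: plate controls were DMSO neutral control for no effect and GW8510 at 10 µM for full effect; many of its hits are not listed in these tables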
Tat transport = E. coli Tat transport inhibition. inhibition, % at 10 µM. E. coli MC4100 TorA-mCherry Tat export, fluorescence. actives 0.036% (n = 340,000). AID 488895;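 active = mean replicate inhibition at least 50% and at least half of replicates individually reaching 50%; inconclusive = only one of the two criteria met; inactive = neither criterion met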;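 also: exported cargo escapes ClpAP degradation while cytoplasmic cargo is degraded and loses fluorescence; 0% = median of neutral control wells and 100% = median of NaSCN control wells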
MITF TRPM1 HTS = activators of MITF-driven TRPM1 promoter activity in SK-MEL-5 cells; AID 588334; SK-MEL-5 TRPM1-promoter luciferase, 24 h; % of positive control, neutral wells = 0; actives 0.75% (n = 300,000); activation, % at 12.5 µM;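 active = mean activation of at least 80% with every replicate also reaching 80%; inconclusive = mean reaches 80% but some replicate falls short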;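 also: 0% = neutral control wells and 100% = parthenolide positive control wells; values of inactives mirror those of a sister screen read the other way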
cardiac RTF act = increases calcium sensitivity of human cardiac regulated thin filaments. IANBD-labeled TnC RTF fluorescence at EC20 calcium; 0% EC20 calcium, 100% full calcium. activation, % at 7.2 µM. actives 0.24% (n = 340,000). AID 493008;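 active = activation above the mean over all tested compounds plus 3 SD, cut at about 30% in these data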;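 also: rise in fluorescence read as greater calcium sensitivity of cardiac thin filaments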
Rtt109 HAT inh = blocks Candida albicans Rtt109/Vps75 acetyltransferase activity; Q5AAJ8; purified Rtt109/Vps75, ThioGlo CoA-SH fluorescence, 4 h; inhibition, % at 34.9 µM; actives 0.16% (n = 330,000); AID 540336;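 active = inhibition of at least 50% in every replicate; inconclusive = best replicate reaches 50% inhibition but some replicates fall short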
Target sequence (Q5AAJ8 whole entry, looked up): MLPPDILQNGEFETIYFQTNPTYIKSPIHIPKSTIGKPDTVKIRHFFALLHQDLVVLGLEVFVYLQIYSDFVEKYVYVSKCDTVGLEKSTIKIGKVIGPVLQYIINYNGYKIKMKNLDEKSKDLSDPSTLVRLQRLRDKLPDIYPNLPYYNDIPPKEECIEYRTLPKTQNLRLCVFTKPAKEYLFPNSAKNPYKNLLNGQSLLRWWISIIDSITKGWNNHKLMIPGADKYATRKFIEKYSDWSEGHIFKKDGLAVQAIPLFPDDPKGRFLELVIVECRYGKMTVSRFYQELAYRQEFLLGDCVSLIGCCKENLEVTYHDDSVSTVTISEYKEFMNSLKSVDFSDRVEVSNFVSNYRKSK
CAL PDZ FP-1 = inhibitors of human CAL PDZ peptide binding; AID 504414; inhibition, % at 20 µM; purified CAL PDZ, TMR-peptide fluorescence polarization, 1 h; Q9HD26; actives 0.02% (n = 330,000);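 active = highest replicate inhibition of at least 40%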;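 also: plate controls were DMSO neutral control wells for no effect and unlabeled competitor peptide control wells for full effect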
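material = purified tagged CAL PDZ domain construct (CerCALP) | compound dosing = 20 µM, one dose | times = 1 h at RT | measured by = fluorescence polarization from S- and P-plane intensities, G-factor corrected | read-out = inhibition from polarization loss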
CAL PDZ FP-2 = CAL PDZ (human) peptide binding inhibition; actives 0.92% (n = 300,000); inhibition, % at 24.9 µM; AID 602252; purified CAL PDZ, TMR-peptide fluorescence polarization, 1 h;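 active = mean inhibition of at least 30% with at least half of replicates also reaching 30%; inconclusive = no clear call, values can overlap the other calls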;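 also: 0% = DMSO neutral control and 100% = excess unlabeled competitor peptide PRC23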
* = called active by the depositor; u = inconclusive; x = not tested or not shown.

SMILES	Wnt bcat act	V-ATPase pH	dFosB act	CDK5 p35 inh	Tat transport	MITF TRPM1 HTS	cardiac RTF act	Rtt109 HAT inh	CAL PDZ FP-1	CAL PDZ FP-2
CCCCC1=CC2=C(c3ccco3)C(=O)C(C)(OC(=O)c3ccc(OC)cc3)C(=O)C2=CN1Cc1ccc2c(c1)OCO2 (configuration not stated)	x	-3	-3	-4.8	10	-8	14	1	-0.8	1
O=C(CN1C(=O)NC2(CCCC2)C1=O)NCc1cccc(Cl)c1	-6	-1	1	-3.5	-6	-12	-3	-2	-0.1	x
Cc1ccc(C)c(Cn2nc3c4ccccc4n(Cc4ccccc4)cc-3c2=O)c1	10	-1	-5	0.7	-13	4	-4	2	-0.8	-4
CC(=O)Nc1ccc2nc(-c3cccs3)[nH]c2c1	11	2	6	0.8	-15	25	-1	13	-0.3	-6
COCCNc1c(-c2ccc(O)cc2)nc2ccc(Cl)cn12	-2	-3	-4	0.4	-2	2	-1	-3	0.4	-3
Cc1ccc2occ(-c3nn[nH]n3)c(=O)c2c1	-1	5	2	-1.5	-3	-10	-6	-4	0.1	4
COc1ccc(NC(=O)C(CC(C)C)NC(=O)C2CCC(C)CC2)cc1 (configuration not stated)	1	-1	-2	3.9	15	-2	4	-6	-0.1	-2
CCOC(=O)C1=C(C)N=c2s/c(=C\c3cccn3C)c(=O)n2C1c1cccc(OC)c1OC (configuration not stated)	x	-5	10	0.2	-7	0	3	-4	0.1	-3
Cc1ccccc1S(=O)(=O)Nc1nc2ccccc2nc1Cl	0	0	-4	-0.5	-4	0	-2	3	-0.2	0
O=C(NC1CCCC1)c1ccc(Cl)s1	-2	3	-6	-1.2	-2	6	-5	3	-0.4	4
Cc1cccc(N/C=C(\[N+](=O)[O-])S(=O)(=O)c2ccccc2)c1	-1	2	-2	-1.8	-12	1	3	2	x	1
Cn1c(CSc2nc3ccccc3s2)nnc1SCC(=O)NCCCN1CCOCC1	-7	1	-7	2.2	-10	-9	-1	-19	-0.3	7
COCCNC(=O)CCCn1c(=O)c2ccccc2n(Cc2ccccc2C#N)c1=O	2	2	-11	-0.1	0	-2	-6	2	-5.5	-2
CC(C)CCCN1C(Nc2ccccc2)=NC[C@@H]1C	-2	2	2	0.4	-7	-3	7	-7	1.1	1
COc1ccc(CN2CCN(Cc3c[nH]c4ccccc34)CC2)cc1	1	-2	-6	0.0	-8	-7	-4	8	-1.1	-1
CCN1C(=O)/C(=C\c2nc3ccccc3c(=O)n2CC)c2ccccc21	2	4	-2	-0.5	6	9	2	x	-2.2	-3
CSc1nc2cc(C)nn2c(-c2ccccc2)c1C#N	-1	-2	-6	1.0	6	x	3	-18	-0.9	-1
COC(=O)COc1ccc(S(=O)(=O)Nc2ccccc2SC)cc1	-5	-1	-2	-0.4	-8	5	5	1	0.6	-3
COc1ccc(CN2CCN(c3ccc(F)cc3)CC2)c(OC)c1OC	-6	1	1	0.3	8	5	0	-5	-0.3	-5
Cc1ccc2c(c1)Sc1c(ccc3ccccc13)N2	46*	-5	-4	1.6	6	8	3	-3	-0.7	-2
COc1ccc(Cl)cc1NC(=O)CSC1=NN2CCCC(=O)N=C2S1	-1	-3	-4	1.6	2	-14	-2	1	-3.3	-3
O=C(COc1ccccc1)OCC(=O)c1ccc(O)cc1O	-3	7	0	-3.3	-7	-2	-3	19	0.2	-2
Cc1ccc(N2NC(=O)/C(=C/c3ccc(-c4ccc(Cl)c(C(=O)O)c4)o3)C2=O)cc1	0	-2	-11	-2.8	-6	6	-5	x	-3.1	-1
O=C(NCc1cccc(Cl)c1)c1cnn2c1NC(c1ccco1)CC2C(F)(F)F (configuration not stated)	x	-5	-2	0.5	u	-7	6	0	-0.2	12
Cc1ccc(C(=O)Nc2cccc(-c3ccc(N4CCOCC4)nn3)c2)cc1[N+](=O)[O-]	33*	-3	2	1.1	1	103*	3	-5	-1.5	-1
CSc1ncc(Cl)c(C(=O)Nc2cccc3ccccc23)n1	1	0	12	-0.1	-7	-8	1	8	-2.1	2
Cc1nnsc1Sc1ccccn1	x	3	4	0.5	4	8	-1	-5	-2.4	-1
Cc1cc(C(=O)OCC(=O)N2C(C)CCCC2C)c(C)o1 (configuration not stated)	x	1	-6	-2.4	0	-3	-3	3	0.2	x
Cc1cccc(OCc2nnc(SCC(=O)O)n2Cc2ccccc2)c1	-1	1	-5	0.5	-2	-15	2	-4	-0.3	6
O=C(CC1C(=O)NCCN1Cc1cccc(C(F)(F)F)c1)NCCc1cnccn1 (configuration not stated)	-2	3	-4	2.4	2	-6	-2	3	0.6	3
CCCC[N+](C)(C)CCC(=O)NC(C)(C)CS(=O)(=O)[O-]	x	-3	1	0.5	-3	-4	3	-3	0.1	-2
O=C(Nc1c2c(nn1-c1ccccc1)CS(=O)(=O)C2)C1CCCC1	3	-4	-3	-0.7	-1	3	0	6	-2.0	-2
CCN1CCN(C(CNS(=O)(=O)c2ccccc2)c2ccccc2)CC1 (configuration not stated)	-4	0	-8	-1.0	-6	-2	9	-3	0.2	43*
COc1ccc(N2CC(C(=O)N[C@@H](CC(C)C)C(=O)NC3CCCC3)CC2=O)cc1 (some centres not stated)	0	-1	-1	1.1	0	20	3	0	-1.5	-4
Cc1cccc(CNC(=O)c2ccc3c(c2)N(C)CCS3)c1	0	7	-11	0.6	-1	6	6	-79	0.2	x
S=c1[nH]c(-c2ccccc2)cs1	0	-3	-4	3.6	-18	21	-5	10	-6.6	-2
CCOc1ccccc1C(=O)NCC(=O)Nc1ccc2c(c1)OCO2	14	3	0	-2.9	-4	-2	4	4	-3.1	0
Cc1ccc(C(=O)NCCc2c[nH]c3ccccc23)c(C)c1	24	3	-4	2.1	-3	76	5	-12	-1.6	x
CCCn1cnnc1CNC(=O)C1CCC(=O)N(CCc2ccc(OC)cc2)C1 (configuration not stated)	2	6	-1	0.2	-1	2	-5	-14	-0.8	4
CCOC(=O)c1nnn(-c2nonc2N)c1CSc1ccc(C)cc1	-1	2	-13	-1.1	1	x	-1	-28	-1.2	-2
COC(=O)C1=C(C)NC(=O)C1(Nc1ccc(Cl)cn1)C(F)(F)F (configuration not stated)	1	4	-8	-2.4	2	-5	-4	-7	-3.1	-2
CC(NCc1ccco1)C(=O)N1CCc2ccccc2C1 (configuration not stated)	-1	0	3	0.3	4	-20	0	3	0.2	1
OCC[C@H]1C[C@H](O)[C@@H](O)[C@@]2(CCCO2)O1	-3	-9	3	0.2	7	-5	7	-9	-0.7	1
COc1ccc(C(=O)NC(=S)NNC(=O)c2cnccn2)cc1	x	1	3	0.3	4	-2	5	-3	-0.4	x
O=C(O)c1ccccc1OCc1nc2ccccc2s1	2	2	-14	-3.6	14	12	-7	-6	-0.5	-6
CN(C)CCC(=O)c1ccc(F)cc1	0	1	-4	1.4	-9	-2	-4	-5	-0.4	-4
O=C(Nc1cccc(C(F)(F)F)c1)N(Cc1ccc(Cl)cc1)CC(O)C(F)(F)F (configuration not stated)	x	-1	3	-0.3	8	9	0	2	-0.3	0
COc1ccc(CCNC(=O)COC(=O)c2ccc(Br)o2)cc1	6	0	2	-0.5	-1	9	-7	-4	-1.9	4
O=C(c1cccnc1)N1CCN(S(=O)(=O)c2ccc(Cl)cc2)CC1	-1	-7	3	0.2	-5	x	-1	8	-0.9	-4
CSc1nc(SCC(=O)NCc2ccco2)c2c3c(sc2n1)CN(C)CC3	-5	0	-10	-0.1	4	2	4	-39	x	-1
O=C(NCc1cccc(C(F)(F)F)c1)c1cc(Cl)ccc1Cl	-8	1	-8	1.0	2	2	-8	-18	-2.1	-1
COc1ccccc1C(=O)NCCC(=O)NCC1CCCO1 (configuration not stated)	-1	-2	-1	-0.5	9	-5	3	-10	2.2	-1
Cc1cccc(C)c1OCCCCN1CCNCC1	-2	0	5	0.5	3	-6	-9	3	-0.4	-6
Cc1cccc2cc(C#N)c(N3CCCC3)nc12	-1	4	-4	0.7	-9	x	0	-45	-3.5	-7
CCOC(=O)Cn1nc(C)cc1NC(=O)c1ccncc1	0	1	-1	-0.1	-5	-4	0	-13	0.4	1
Cn1c(CNC(=O)c2ccc(Cl)cc2)nnc1SCC(=O)N1CCOCC1	-1	-2	10	0.1	-6	7	-6	-7	0.1	x
COC(=O)Cc1ccc(NC(=S)NCc2ccccc2)cc1	0	-8	1	0.1	-9	10	-1	-10	0.6	-2
Cc1cc(Nc2ccc(Cl)cc2)n2ncnc2n1	-1	10	-8	1.6	-1	-20	1	3	-0.3	0
COc1ccc(/C=C/c2nnc(NC(=O)C(C)(C)C)s2)cc1	12	-2	-13	-0.9	3	8	-1	7	-0.9	0
CCOC(=O)CSc1[nH]c(=O)cc(C)c1C#N	-2	0	0	0.5	-1	x	5	-9	-1.9	1

New compounds follow
SMILES	Wnt bcat act	V-ATPase pH	dFosB act	CDK5 p35 inh	Tat transport	MITF TRPM1 HTS	cardiac RTF act	Rtt109 HAT inh	CAL PDZ FP-1	CAL PDZ FP-2
COc1cc(NC(=O)COc2ccc(Cl)cc2)ccc1-c1cc2ccccc2oc1=O	-1	-1	-5	0.0	16	-17	-5	3	0.4	-2
O=c1cc(-c2ccc(O)c(-c3c(O)cc(O)c4c(=O)cc(-c5ccc(O)cc5)oc34)c2)oc2cc(O)cc(O)c12	-3	-5	18*	-1.1	-8	3	3	4	-0.6	-7
Cc1ccc(CCNC(=O)c2cccc(N3CCCC3=O)c2)cc1	x	-1	3	-0.2	-8	12	-6	2	-0.6	0
CCC(=O)Nc1ccc(C(=O)NNC(=O)c2ccc(Cl)cc2)cc1	0	6	-1	-0.7	5	x	-4	3	0.3	-2
CC1=NN(c2nc(-c3ccc(C)cc3)cs2)C(=O)C1N=Nc1cccc(O)c1 (configuration not stated)	-2	0	-12	-1.3	-2	-7	0	-7	-2.4	-4
COc1ccc(Cl)cc1NC(=S)NCCN1CCOCC1	0	-1	-5	0.0	2	-9	8	-2	-0.3	x
COCCCNC(=S)Nc1ccc(OC(F)F)cc1C	-3	-2	3	-3.3	-1	1	4	0	-2.8	0
Cc1cc(C)nc(NC(=O)c2ccc(Cl)cc2Cl)n1	1	-1	-7	0.1	1	-17	-2	-2	9.4	-4
Nc1nc(SCc2cccc([N+](=O)[O-])c2)n[nH]1	-1	-1	-1	-1.3	1	-1	6	-3	-0.9	-2
CSc1cccc(NC(=O)CCCn2c(=O)c3cccn3c3cccnc32)c1	-4	-1	-11	0.1	0	19	-1	-5	-1.2	-1
O=C(Nc1ccc(N2CCOCC2)cc1)c1cnsn1	x	3	1	0.4	-6	-79	7	-2	-4.1	11
O=C(c1ccc(OC2CCN(CCO)CC2)cc1)N1CCCC1	x	0	1	-2.2	-4	3	-5	0	0.0	x

Compounds were not picked by outcome, and some 4.1% of all compounds hit somewhere here.
